HePTP inh – blocks human HePTP tyrosine phosphatase. recombinant HePTP phosphatase activity, OD absorbance. inhibition, % at 20 µM. hit rate 0.64% among 110,000; in the data active means inhibition above about 50%;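 further: plate controls were vehicle for no effect and reference inhibitor for full effect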
Target sequence (P35236 whole entry, looked up): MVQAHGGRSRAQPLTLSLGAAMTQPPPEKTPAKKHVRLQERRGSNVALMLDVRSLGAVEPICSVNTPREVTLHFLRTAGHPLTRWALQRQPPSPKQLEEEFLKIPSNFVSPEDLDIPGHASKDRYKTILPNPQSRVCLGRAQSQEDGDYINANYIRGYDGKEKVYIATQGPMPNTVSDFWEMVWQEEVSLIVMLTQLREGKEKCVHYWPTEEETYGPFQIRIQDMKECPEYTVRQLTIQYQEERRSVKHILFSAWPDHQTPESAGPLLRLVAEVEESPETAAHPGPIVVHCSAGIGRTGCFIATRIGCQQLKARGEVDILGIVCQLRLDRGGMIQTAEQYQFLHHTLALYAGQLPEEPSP
BAP1 block – blocks human BAP1 ubiquitin-AMC hydrolysis. Q92560. recombinant BAP1, Ub-AMC hydrolysis fluorescence kinetic; hits give low values. activity remaining (% of control), % at 20 µM. hit rate 0.48% among 72,000. AID 436;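 active means activity remaining at or below 50% of control, provided the compound also passes the data quality filters; inactive means the rest, including low values that fail the filters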;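 further: 100% = DMSO wells rate and 0% = substrate alone blank rate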
Target sequence (Q92560 whole entry, looked up): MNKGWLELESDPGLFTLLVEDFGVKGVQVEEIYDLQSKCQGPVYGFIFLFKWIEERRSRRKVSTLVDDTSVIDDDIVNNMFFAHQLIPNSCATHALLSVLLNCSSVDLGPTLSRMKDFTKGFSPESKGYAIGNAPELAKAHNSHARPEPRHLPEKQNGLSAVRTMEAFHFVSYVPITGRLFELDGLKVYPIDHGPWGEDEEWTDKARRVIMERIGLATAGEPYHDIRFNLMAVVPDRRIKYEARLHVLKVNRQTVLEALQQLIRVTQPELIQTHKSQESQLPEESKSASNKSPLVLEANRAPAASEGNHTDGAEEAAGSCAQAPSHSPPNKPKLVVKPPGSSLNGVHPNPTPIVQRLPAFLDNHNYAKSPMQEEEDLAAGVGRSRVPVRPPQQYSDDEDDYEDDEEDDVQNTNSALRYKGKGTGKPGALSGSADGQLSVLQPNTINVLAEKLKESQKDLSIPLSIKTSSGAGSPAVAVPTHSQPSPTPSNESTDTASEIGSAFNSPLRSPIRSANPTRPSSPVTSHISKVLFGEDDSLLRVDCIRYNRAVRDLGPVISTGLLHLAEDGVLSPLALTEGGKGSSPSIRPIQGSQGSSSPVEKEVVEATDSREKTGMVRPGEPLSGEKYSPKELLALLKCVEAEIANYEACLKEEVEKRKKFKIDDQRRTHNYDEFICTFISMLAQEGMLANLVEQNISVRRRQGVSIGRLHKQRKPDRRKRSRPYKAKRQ
* hit, by the source's call; i = inactive; nt = no result given; & = joins results of further samples.

HePTP inh | BAP1 block | Molecule
3 | 94 | O=C(CSc1ccc2nnc(-c3ccc(Cl)cc3)n2n1)N1CCN(c2ccccc2)CC1
3 | 83 | COc1ccc(C2/C(=C(/O)c3ccc(Cl)cc3)C(=O)C(=O)N2CCN2CCOCC2)c(OC)c1 (stereo not drawn)
-12 | 79 | Cc1ccc(CNc2ccc3c(c2)OCO3)cc1
80* | nt | Cc1cc(N2C(=O)NC(=O)/C(=C\c3ccco3)C2=O)ccc1Br
13 | 87 | COc1cc2c(cc1OC)-c1nncn1C(C)(C)C2
-4 | nt | CCOC(=O)C1=C(C)NC(=S)NC1c1cccc2ccccc12 (stereo not drawn)
7&0 | 62 | Cc1cccc(OCC(=O)NCC(=O)n2nc(C)cc2C)c1
5 | 65 | CC(=O)C1=C(O)C(=O)N(c2cccc(C(=O)O)c2)C1c1ccccc1F (stereo not drawn)
0 | nt | COc1ccc(S(=O)(=O)N2CCN(Cc3cc(OC)c(OC)cc3OC)CC2)cc1
-1 | nt | Cc1ccccc1CC(CC(=O)O)C(=O)O (stereo not drawn)
-3 | nt | Cn1c(=O)c2c(ncn2CC(=O)NC(c2ccccc2)c2ccccc2)n(C)c1=O
-12 | 72 | CC(C)(C)c1cc(C(=O)NCc2cccnc2)ccn1
0 | 89 | O=C(Nc1cccc(F)c1)c1ccc(S(=O)(=O)N2CCOCC2)cc1
3 | 102 | CCCCCCSc1cc(C)nc2ncnn12
8 | 90 | O=C(COC(=O)c1cnccn1)c1ccc(Br)cc1
11 | nt | C#CCOc1ccc(/C=C2\C(=O)NC(=O)N(c3cc(C)cc(C)c3)C2=O)cc1OC
14 | nt | O=S(=O)(c1cccc(-c2csc(-c3cccnc3)n2)c1)N1CCCCC1
12 | 87 | CCOc1ccc2cc(S(=O)(=O)N3CCOCC3)ccc2c1
3 | 123 | CCn1nnc(-c2ccccc2NC(=O)c2cc(OC)c(OC)c(OC)c2)n1
9 | 86 | COc1ccc(OC)c(C2C(C(C)=O)=C(O)C(=O)N2c2ccc(F)cc2)c1 (stereo not drawn)
7 | 100 | CCOC(=O)C1C2C=CC3(CN(Cc4ccco4)C(=O)C13)O2 (stereo not drawn)
5 | 112 | CC(=O)c1c(C)[nH]c(C(=O)Nc2c(C)n(C)n(-c3ccccc3)c2=O)c1C
-5 | nt | O=C(Nc1c(F)cc(F)cc1Br)c1cc2n(n1)C(C(F)(F)F)CC(c1ccc(Cl)cc1)N2 (stereo not drawn)
-12 | 97 | CC(O)(C#CCN1CCCC1)c1ccccc1 (stereo not drawn)
13 | nt | CCOC(=O)c1cc(-c2ccc(Cl)cc2)nc2ccccc12
4 | nt | CCOc1ccc(/C=C/C(=O)NC(c2ccccc2)c2ccccc2)cc1OC
-3 | nt | O=C(NC(=S)Nc1ccc(Cl)c(-c2nc3ccccc3[nH]2)c1)c1ccccc1Cl
-11 | 99 | COC(=O)NC1CSCC1OC(=O)c1ccc(Br)cc1 (stereo not drawn)
7 | nt | COc1ccccc1N1C(=O)/C(=C/c2ccc(N(C)C)cc2)SC1=S
-2 | nt | Cc1ccc(OCC(=O)N=Nc2c(O)[nH]c3c(Br)cc(Br)cc23)cc1
-8 | nt | CCOC(=O)c1c(NC(=O)C2C3CCC(C3)C2C(=O)O)sc2c1CCC(CC)C2 (stereo not drawn)
-3 | nt | COc1cccc(-c2cc(C(=O)O)c3cc(Br)ccc3n2)c1
10 | 97 | Cc1ccc2[nH]c(C)c(CN(C)C3CCN(C)CC3)c(=O)c2c1
3 | 92 | COC(=O)C1=C(C(=O)c2ccccc2)C(c2cccs2)n2nnnc2N1 (stereo not drawn)
-1 | 75 | O=C(Nc1ccc2c(c1)OCCO2)c1ccc(Cl)c(S(=O)(=O)N2CCOCC2)c1
0 | nt | O=C(CCc1ccccc1)Nc1ccc(Br)c(Cl)c1
11&17 | 100 | O=C(Nc1cccc(Cl)c1)N1CCN(C/C=C/c2ccccc2)CC1
-4 | nt | COc1cc(NC(=O)c2cc3n(n2)C(C(F)(F)F)CC(c2ccc(Br)cc2)N3)cc([N+](=O)[O-])c1 (stereo not drawn)
-8 | nt | COc1ccc(/C=C/C(=O)Nc2ccc(OCc3ccccc3)cc2)cc1
-12 | 86 | Cc1ccccc1NC(=O)NCc1ccco1
4 | 102 | COc1ccc2nc(COC(=O)c3ccco3)c(C(C)=O)[n+]([O-])c2c1
0 | 95 | Nc1nc(CN2CCc3ccccc3C2)nc(Nc2ccccc2)n1
-2 | nt | COc1ccc(N2C(=O)NC(=O)/C(=C\c3cc(C)n(-c4ccc(N5CCOCC5)cc4)c3C)C2=O)cc1
7 | 138 | CCOC(=O)c1sc(/N=C/Nc2nc(C)c(C(=O)OCC)s2)nc1C
4 | 99 | O=C(CN1C(=O)C2C3C=CC(C3)C2C1=O)N1CC=C(c2ccccc2)CC1 (stereo not drawn)
-4 | nt | Cc1cc(=O)oc2cc3cc(C)n(C)c3cc12
4 | nt | COC(=O)c1c(NC(=O)c2nn(C)cc2Cl)sc2c1CCCC2
3 | 53 | Cc1c(N(C)C(=O)c2ccco2)c(=O)n(-c2ccccc2)n1C
nt | 76 | CCCC1=C(C(=O)OCC)C(c2cccc([N+](=O)[O-])c2)NC(=O)N1 (stereo not drawn)
-7 | 83 | C=CCNC(=O)c1scc2c1CCCC2
nt | 75 | COc1ccc(CNC(=O)c2nn3c(c2Br)NC(c2cccs2)CC3C(F)(F)F)cc1 (stereo not drawn)
5 | 107 | N=c1cc(C2(O)CCCCC2)n2c(nc3ccccc32)s1
-16 | nt | C=CCOc1ccc(/C=N/NC(=O)CSc2ncccn2)c(O)c1
5 | 90 | CC(=O)N1c2ccccc2NC2=C(C(=O)CCC2)C1c1ccc(F)cc1 (stereo not drawn)
5 | nt | Cc1ccc(S(=O)(=O)N2CCN(Cc3cccn3C)CC2)cc1
7 | nt | CC(CNC(c1ccccc1)c1ccccc1)(NS(=O)(=O)c1ccccc1)c1ccccc1 (stereo not drawn)
8 | 101 | CC1=C(C(=O)Nc2ccccc2)C(c2cccnc2)n2nc(-c3cccnc3)nc2N1 (stereo not drawn)
-2 | 102 | COc1ccc(N(CC(=O)Nc2cc(C)ccc2C)S(=O)(=O)c2c(C)nn(C)c2C)cc1
2 | nt | O=C1/C(=C\c2ccccc2)SC(=S)N1CN1CCCCC1
6 | nt | Cc1ccc2nc(NC(=O)c3cccc(Br)c3)sc2c1

Single records, as listed above.
`C=CCOc1ccc(/C=N/NC(=O)CSc2ncccn2)c(O)c1` reads HePTP inh = -16; BAP1 block = nt
`CCCC1=C(C(=O)OCC)C(c2cccc([N+](=O)[O-])c2)NC(=O)N1` (stereo not drawn) reads HePTP inh = nt; BAP1 block = 76

Later entries:
HePTP inh | BAP1 block | Molecule
-5 | 107 | O=S(=O)(c1ccccc1)N1CCSC1c1ccco1 (stereo not drawn)
3 | 98 | Cc1ccc(OC(=O)CCC(=O)N2CCc3ccccc32)cc1
7 | 90 | COc1cc(Cl)c(S(=O)(=O)N2CCOCC2)cc1Cl
0 | 75 | Cc1ccc2c(c1)NCC(C(=O)NCc1ccccc1)O2 (stereo not drawn)
5 | nt | N#CC1=C(N)Oc2cc(N)ccc2C1c1ccc(Br)cc1 (stereo not drawn)
0 | nt | O=C(O)CCC(=O)Nc1ccc2nn(-c3ccccc3)nc2c1
-3 | 76 | O=C(CSc1ncc(-c2ccccc2)n1CC1CCCO1)N1CCCCC1 (stereo not drawn)
-9 | 96 | O=S(=O)(/C=C/c1ccccc1)Nc1ccc(N2CCOCC2)cc1
4&-1 | 84 | COc1ccccc1-c1nc(-c2ccccn2)no1
11 | nt | N#Cc1c2n(cnc1=O)CCCCC2
0 | 67 | CC1CN(c2nn3c(=O)c4ccccc4nc3c3ccccc23)CC(C)O1 (stereo not drawn)
5 | nt | CCOC(=O)c1c(NC(=O)C2CC2c2ccccc2)sc2c1CCC(C)C2 (stereo not drawn)
-4 | 89 | COc1ccc(C2=Nn3c(nnc3-c3ccc(OC)cc3)SC2)cc1
105* | nt | O=C(Nc1ccc(Cl)cc1)Nc1ccc2c(c1)OCCO2
5 | nt | O=C(CSc1ncn[nH]1)c1ccc(Br)cc1
4 | nt | N/C(=N\OC(=O)c1ccccc1Br)c1ccccn1
2 | 104 | Cc1ncoc1C(=O)Nc1cccc(Cl)c1
0 | 104 | O=C(Nc1ccccn1)c1c(O)c2cccc3c2n(c1=O)CCC3
nt | 95 | O=C(O)C1CCNCC1
10 | 138 | O=C(CN1CCN(c2ccccc2)CC1)Nc1ccccc1C(F)(F)F
10 | 111 | Cc1cc(C)nc(N(C#N)CN2C(=O)c3ccccc3S2(=O)=O)n1
nt | 60 | COc1ccc(-c2ccc(CCC(=O)O)n2C(C)C)cc1
0 | 61 | CCOC(=O)c1[nH]c2ccc(F)cc2c1NC(=O)CN1CCc2cc(OC)c(OC)cc2C1
-3 | 96 | Cc1cc(C)c(NC(=O)CS(=O)CC(=O)N2CCN(c3ccccc3)CC2)c(C)c1 (stereo not drawn)
-4 | nt | CCc1cc(=O)oc2cc(OCc3ccc(Br)cc3)ccc12
10 | 103 | COC(=O)c1ccc(CSc2ccccc2C)o1
-26 | nt | Cc1ccc(NC(=O)/C(=C/c2ccc(N(C)C)cc2)NC(=O)c2ccccc2)cc1
10 | i | CCOC(=O)c1cc2c(=O)n3ccccc3nc2n(Cc2ccccc2Cl)c1=N
-1 | nt | O=C(CCCOc1ccccc1)Nc1ccc([N+](=O)[O-])cc1
2 | 71 | N#CC(C(=O)NC1CCCCC1)c1nc2ccccc2nc1N1CCN(c2ccc(F)cc2)CC1 (stereo not drawn)
12 | nt | Fc1ccc(-c2noc(/C=C/c3ccccc3)n2)cc1
-8 | nt | Cc1nc2ccccn2c1C(=O)NC1CCCC1
-5 | nt | CCOc1ccccc1NC(=O)c1c(NC(=O)c2ccccc2)sc2c1CCC2
4 | nt | O=C(Nc1cccc(Cl)c1)Nc1nnc(-c2ccccc2F)s1
3 | 93 | COc1ccc(C)cc1-n1nnnc1SCc1cn2ccsc2n1
15 | 93 | CCOC(=O)C1=C(c2ccccc2)N2CCS(=O)(=O)N=C2S1
1 | 90 | CCc1ccccc1NC(=O)COC(=O)C1CC(=O)N(c2ccc(F)cc2)C1 (stereo not drawn)
-9 | 96 | COCCNC(=O)COc1ccccc1Cl
-2 | nt | Cc1ccc2nsnc2c1NC(=O)c1ccc(-c2ccc([N+](=O)[O-])cc2)o1
7 | nt | CCc1ccc(NC(=O)C(F)(F)F)cc1
1 | 106 | COc1ccccc1CNc1nc2nc(C)c(Cl)c(=O)n2[nH]1
3 | 110 | CC(C)(C)C(=O)CSc1nc2ncc(Br)cc2[nH]1
-12 | 66 | Cc1nnc(SCC(=O)N2CCc3ccccc32)s1
-4 | nt | CCCN1CCN(C(=O)C2COc3ccccc3O2)CC1 (stereo not drawn)
7 | nt | COc1ccc(/C=C/c2nc3sc4c(c3c(=O)o2)CCCC4)cc1
1 | 114 | COc1ccccc1N1CCN(S(=O)(=O)CC23CCC(CC2=O)C3(C)C)CC1 (stereo not drawn)
11 | 118 | Cc1n[nH]c(C)c1Cc1ccc(C(=O)O)cc1
0 | nt | O=C(c1cccc(F)c1)N1CCN(c2cc(N3CCOCC3)c(F)cc2[N+](=O)[O-])CC1
-4 | nt | Cc1cc(/C=C2/NC(=O)NC2=O)c(C)n1-c1ccc(N2CCOCC2)cc1
14 | 98 | Cn1cnnc1SCC(=O)OCN1C(=O)c2ccccc2C1=O
7 | 94 | O=C(CSC1=NC(=O)C(Cc2ccccc2)C(=O)N1)Nc1ncccn1 (stereo not drawn)
11 | 54 | c1ccc(Cc2nnc3sc(-c4ccncc4)nn23)cc1
7 | nt | COc1ccc(Cc2cnc(NC(=O)c3ccccc3Cl)s2)cc1
5 | nt | COc1ccc2nc(SCC(=O)Nc3cc(C)ccc3C)[nH]c2c1
5 | nt | c1ccc2cc(OCCCCN3CCOCC3)ccc2c1
-7 | 104 | CCN1C(=O)c2cccc3c(N)ccc1c23
5 | nt | Cc1cc(/C=C(/C(=O)c2ccccc2)c2nc3ccccc3[nH]2)c(C)n1-c1ccccc1
2 | 125 | CCN(CC)C(=O)Cc1cc(C(=O)O)c2ccccc2n1
-3 | nt | COc1cccc(-c2cc(C(=O)NCc3cccnc3)c3ccccc3n2)c1
5 | 105 | CN(C)C(=O)N1CCC(C(=O)NCC2CCCO2)CC1 (stereo not drawn)
-2 | nt | COc1ccc(-n2nc3cc(C)c(NC(=O)COc4ccc(Cl)cc4Cl)cc3n2)cc1
nt | 69 | Cc1nc2cc(CO)ccc2n1-c1ccccc1

Among those listed so far, these have bromine.
HePTP inh | BAP1 block | Molecule
80* | nt | Cc1cc(N2C(=O)NC(=O)/C(=C\c3ccco3)C2=O)ccc1Br
8 | 90 | O=C(COC(=O)c1cnccn1)c1ccc(Br)cc1
-5 | nt | O=C(Nc1c(F)cc(F)cc1Br)c1cc2n(n1)C(C(F)(F)F)CC(c1ccc(Cl)cc1)N2 (stereo not drawn)
-11 | 99 | COC(=O)NC1CSCC1OC(=O)c1ccc(Br)cc1 (stereo not drawn)
-2 | nt | Cc1ccc(OCC(=O)N=Nc2c(O)[nH]c3c(Br)cc(Br)cc23)cc1
-3 | nt | COc1cccc(-c2cc(C(=O)O)c3cc(Br)ccc3n2)c1
0 | nt | O=C(CCc1ccccc1)Nc1ccc(Br)c(Cl)c1
-4 | nt | COc1cc(NC(=O)c2cc3n(n2)C(C(F)(F)F)CC(c2ccc(Br)cc2)N3)cc([N+](=O)[O-])c1 (stereo not drawn)
nt | 75 | COc1ccc(CNC(=O)c2nn3c(c2Br)NC(c2cccs2)CC3C(F)(F)F)cc1 (stereo not drawn)
6 | nt | Cc1ccc2nc(NC(=O)c3cccc(Br)c3)sc2c1
5 | nt | N#CC1=C(N)Oc2cc(N)ccc2C1c1ccc(Br)cc1 (stereo not drawn)
5 | nt | O=C(CSc1ncn[nH]1)c1ccc(Br)cc1
4 | nt | N/C(=N\OC(=O)c1ccccc1Br)c1ccccn1
-4 | nt | CCc1cc(=O)oc2cc(OCc3ccc(Br)cc3)ccc12
3 | 110 | CC(C)(C)C(=O)CSc1nc2ncc(Br)cc2[nH]1

Screening data as filed in PubChem BioAssay.
